High-throughput results as filed in PubChem BioAssay.
CYP2C9 act – activators of human CYP2C9; P11712; recombinant CYP2C9, luciferin-H conversion, luminescence; active compounds read high; factor 1 = untreated enzyme, 0 = blocked; activation factor at 5 µM; actives 1.4% (n = 96,000);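 active = activation factor of 2 or more for CYP2C9 at a 5 µM dose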;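 note: 0 = sulfaphenazole-blocked wells and 1 = vehicle-only wells; values of inactives mirror those of a sister screen read the other way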
CYP2C9 inh – blocks human cytochrome P450 2C9. CYP2C9 Supersomes, luciferin-H conversion, luminescence. inhibition, % at 5 µM. actives 20% (n = 96,000). AID 777;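 active = blocking of liver enzyme CYP2C9 beyond about 50% at 5 µM, limit read from the data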; note: values of inactives mirror those of a sister screen read the other way
Candida biofilm – kills Candida albicans biofilms | C. albicans biofilm + clotrimazole, Alamar Blue | inhibition, % at 6 µM | actives 0.14% (n = 85,000);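 active = inhibition above 20%; inactive = inhibition below 20%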;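 note: preformed 24 hr biofilms exposed to compound for 48 hr; 0% = biofilm without compound and 100% = blank killed by clotrimazole plus chlorhexidine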
EphB4 ephrin blk – blocks human EphB4 binding to ephrin-B2; P54760; EphB4 LBD / TNYL-RAW-Alexa532 peptide, fluorescence polarization; actives 0.15% (n = 97,000); AID 720; inhibition, % at 7 µM;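 active = inhibition above the screen-wide mean inhibition plus 3 SD, cut at about 15% in these data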;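 note: 0% = DMSO wells and 100% = excess unlabeled TNYL-RAW peptide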
LYP act – activators of human LYP (PTPN22) phosphatase; actives 0.11% (n = 96,000); activation, % at 2 µM; recombinant LYP, DiFMUP fluorescence; 0 = plate median, 100 = signal doubled; AID 697; Q9Y2R2;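 active = activation at 2 µM above a set limit, the mean plus 5 SD, cut at about 37% in these data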
HIV Rev-RRE inh – disrupts HIV-1 Rev binding to RRE RNA. P05866. Rev peptide-RRE RNA binding, FRET. inhibition, % at 8 µM. actives 0.79% (n = 97,000). AID 704;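 active = inhibition above the screen-wide mean plus 3 SD, cut at about 35% in these data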;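 note: 0% = median DMSO wells and 100% = median Neomycin B control wells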
Target sequence (P05866 whole entry, looked up): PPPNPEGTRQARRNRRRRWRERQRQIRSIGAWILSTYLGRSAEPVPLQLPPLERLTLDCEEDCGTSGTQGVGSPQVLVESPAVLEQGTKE
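Material: labelled RRE RNA duplex and labelled Rev peptide / Buffer or medium: HEPES pH 7.5 salt buffer with EDTA / Compound dosing: single point, 8 µM final nominal compound concentration / Benchmarks: DMSO low control, neomycin B high control / Timing: 5 min preincubation and 15 min binding, 25 °C / Technique: FRET fluorescence readout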
LYP inh 2 – LYP (human) phosphatase inhibition; Q9Y2R2; recombinant LYP catalytic domain, DiFMUP fluorescence; inhibition, % at 2 µM; actives 0.21% (n = 96,000);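 active = inhibition at 2 µM at or above a set limit, the screen mean plus 3 SD, cut at about 24% in these data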;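 note: 0% = DMSO with enzyme and 100% = enzyme fully blocked by orthovanadate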
PLK1 inh – blocks human PLK1 kinase activity. P53350. recombinant PLK1 kinase, TR-FRET peptide phosphorylation. inhibition, % at 10 µM. actives 0.53% (n = 97,000). AID 619;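 active = inhibition of 50% or more in the single-concentration screen; inactive = inhibition below 50%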;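 note: 0% = DMSO max control and 100% = H-89 dihydrochloride min control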
Target sequence (P53350 whole entry, looked up): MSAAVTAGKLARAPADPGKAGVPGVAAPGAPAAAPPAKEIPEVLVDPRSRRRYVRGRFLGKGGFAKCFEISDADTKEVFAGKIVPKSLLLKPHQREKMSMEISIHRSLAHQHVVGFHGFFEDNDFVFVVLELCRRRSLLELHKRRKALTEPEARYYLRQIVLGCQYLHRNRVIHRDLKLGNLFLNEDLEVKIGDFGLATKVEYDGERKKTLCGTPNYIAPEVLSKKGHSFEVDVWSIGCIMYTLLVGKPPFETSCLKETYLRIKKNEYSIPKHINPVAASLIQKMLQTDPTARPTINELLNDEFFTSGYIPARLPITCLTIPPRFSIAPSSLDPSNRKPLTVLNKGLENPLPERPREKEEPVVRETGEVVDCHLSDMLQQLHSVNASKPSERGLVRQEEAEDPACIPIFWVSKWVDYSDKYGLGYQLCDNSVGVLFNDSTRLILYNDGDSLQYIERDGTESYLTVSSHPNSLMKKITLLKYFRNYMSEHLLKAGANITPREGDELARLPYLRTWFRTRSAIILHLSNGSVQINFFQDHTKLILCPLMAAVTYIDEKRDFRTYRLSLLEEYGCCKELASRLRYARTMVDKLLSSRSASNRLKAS
PLK1 PBD inh – blocks phosphopeptide binding to human Plk1 polo box domain; P53350; Plk1 PBD phosphopeptide binding, fluorescence polarization; inhibition, %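 (tested at about 20 µM)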; actives 0.13% (n = 97,000); in the data active = inhibition above about 34%, passing the limit was not always enough
* = called active by the depositor; · = no result given; [ ] = another dose, or the depositor's remark. Random draw from the library, and some 20% of all compounds hit somewhere here.

Second line of a record – LYP act	HIV Rev-RRE inh	CYP2C9 inh	LYP inh 2	Candida biofilm	PLK1 PBD inh	PLK1 inh	EphB4 ephrin blk	CYP2C9 act
COC(=O)c1cc(=O)n(Cc2ccc3c(c2)OCO3)c(=Nc2ccc(F)c(Cl)c2)s1
 : 0	10	57*	0	10	5	5	1	0.4
Cc1ccc(NC(=O)c2ccco2)c(NC(=O)CN2C(=O)c3ccccc3C2=O)c1
 : -3	1	12	0	-1	3	-8	4	0.9
CCOC(=O)c1oc2ccccc2c1NC(=O)c1cc(OC)cc(OC)c1
 : 6	5	13	-8	4	-20	-6	-1	0.9
COCCn1c(=S)[nH]c2cc(C(=O)N3CCN(Cc4ccc5c(c4)OCO5)CC3)ccc2c1=O
 : -3	3	33	1	2	-13	3	3	0.7
CCOC(=O)c1c(N)sc2c1CCC(C)C2 (stereo not drawn)
 : 0	-4	6	-2	6	16	-19	3	0.9
CCOC(=O)c1ccc(S(=O)(=O)N2CCN(S(=O)(=O)CC)CC2)cc1
 : 5	-1	3	-3	1	-3	-9	1	1
Cc1ccc(-c2oc3ncnc(N)c3c2-c2ccc(C)cc2)cc1
 : -7	9	31	9	·	-7	-11	-1	0.7
CCOC(=O)c1c(C)c(C(=O)NCc2ccccc2OC)c(C)n1C
 : -6	3	-31	4	4	-2	-4	2	1.3
O=C(CCc1c[nH]c2ccccc12)NCC1CCCO1 (stereo not drawn)
 : 1	8	-206	-2	3	23	-5	2	3.1*
Cn1nc([N+](=O)[O-])nc1Sc1ccc(C(C)(C)C)cc1
 : -3	8	12	6	·	-13	-2	2	0.9
O=C(Cn1cnc2c(nnn2Cc2ccc(Cl)cc2)c1=O)NC1CCCC1
 : -7	4	-27	5	·	14	-11	3	1.3
COc1ccc(NC(=O)Nc2nnc(C(C)C)s2)cc1
 : 2	20	1	-3	1	-15	-16	-4	1
CC(=O)c1cc(C)ccc1OC(=O)c1cccnc1
 : 0	6	21	-1	-2	-8	-12	4	0.8
CC(C)CNS(=O)(=O)c1ccc2c(c1)OCCO2
 : -9	0	31	8	1	-4	-10	-3	0.7
O=C(COc1c(F)c(F)c(C(F)(F)F)c(F)c1F)Nc1ccc(N2CCOCC2)c(Cl)c1
 : 5	25	6	-5	9	-9	-14	1	0.9
CN(C(=O)c1ccccc1NC(=O)C(F)(F)F)c1ccccc1
 : 6	2	-3	-2	·	6	-1	2	1
CCOC(=O)CN1C(=O)NC2NC(=O)NC21 (stereo not drawn)
 : 0	-1	-22	-3	11	3	-6	-6	1.2
COCCNCCOCCOc1cccc(OC)c1
 : 10	-1	12	-12	·	13	1	-5	0.9
CCC(C)(C)C1CCC2(CC1)NC(=O)N(CC(=O)Nc1nc(-c3ccc(C)cc3)cs1)C2=O (stereo not drawn)
 : -7	13	40	5	·	5	-5	-10	0.6
Cc1cc2cc(CN(Cc3ccco3)C(=O)C3CCCCC3)c(=O)[nH]c2cc1C
 : -12	6	-3	11	7	9	-52	1	1
O=C(Nc1ccccc1F)c1ccncc1
 : -14	5	-7	17	5	-8	-3	6	1.1
CCOC(=O)c1c(C)oc2c(CN3CCN(C)CC3)c(Br)c(OC)c(O)c12
 : -1	2	9	0	7	-33	-9	-4	0.9
COC(=O)CN(c1ccccn1)S(=O)(=O)c1ccccc1
 : 0	4	-36	-2	7	5	-10	-11	1.4
COc1ccc(NC(=O)CN2CCN(S(=O)(=O)c3ccc(F)cc3)CC2)cc1Cl
 : -8	12	17	6	7	-8	-1	-1	0.8
CCOc1ccccc1NC(=O)C1CC(=O)n2ncnc2N1 (stereo not drawn)
 : 0	9	-9	2	5	9	-15	5	1.1
CCOC(=O)Nc1oc2ccccc2c(=O)c1CN1CCOCC1
 : 3	12	12	-5	·	-4	-7	-4	0.9
Cc1cccc(N2CCN(C(=O)C34CC5CC(CC(C5)C3)C4)CC2)c1C
 : -6	4	29	3	9	12	6	2	0.7
O=C(Nc1nnc(Cc2ccc(Cl)cc2)s1)c1cccs1
 : 16	-1	50	-10	·	-12	-4	-15	0.5
Cc1nc(NCCc2ccccc2)c2oc3ccccc3c2n1
 : -4	15	48	5	-2	7	-1	3	0.5
C[C@H](NC(=O)Nc1cccc(C(F)(F)F)c1)C(=O)O
 : 2	8	·	2	9	-24	0	5	·
CNC(=O)c1cc2cc(Cl)cc(OC)c2oc1=O
 : 20	2	·	-23	1	-29	-9	-9	·
CCOC(=O)C1=C(C)NC2=C(C(=O)CC(c3cccs3)C2)C1c1cccs1 (stereo not drawn)
 : 2	10	·	-2	6	-5	-11	-7	·
Cc1cc(C(F)F)n2ncc(C(=O)NC3CCCCCC3)c2n1
 : -2	1	9	-1	6	0	-6	-1	0.9
CCCCC1(CC)C(=O)NC(=O)NC1=Nc1ccc(OC)cc1 (stereo not drawn)
 : 7	7	-23	-9	8	6	7	-1	1.2
Nc1nonc1C(=O)NCCN=Cc1cc(Cc2ccccc2)cc(Br)c1O
 : 15	12	14	-18	12	6	-7	0	0.9
COc1ccc(-n2c(SCC(=O)Nc3cc(C)on3)nc3c(c2=O)SCC3)cc1
 : -6	10	·	6	8	-13	-5	4	·
CC1=C(C#N)C(NC(=O)c2ccc(C)cc2)(C(F)(F)F)C(=O)N1 (stereo not drawn)
 : -15	2	17	18	·	-8	-5	2	0.8
CCCC(=O)c1ccc(N2CCN(S(=O)(=O)c3ccccc3)CC2)c(F)c1
 : -8	4	-2	6	3	14	-13	-5	1
CCCCC(CC)C1OCC(CN2CCCC2)O1 (stereo not drawn)
 : -1	6	-1	0	·	-2	3	0	1
C=CCn1c(Cc2csc(N)n2)nnc1SCC(=O)Nc1ccc(C(=O)OCC)cc1
 : 11	7	43	-15	6	-21	-19	0	0.6
CCOCCCn1c(=NC(=O)c2ccc(OC)c(OC)c2)c(C#N)cc2c(=O)n3cccc(C)c3nc21
 : -6	8	36	7	7	-40	-11	1	0.6
CCCCNC(=O)OCCNC(=O)Oc1cccc(C)c1
 : 0	5	-3	-1	·	6	-4	9	1
O=C(Cn1nc(-c2ccccc2F)ccc1=O)NCc1ccc2c(c1)OCO2
 : -8	1	56*	11	0	-6	-7	6	0.4
C=C(C)c1cccc(C(C)(C)NC(=O)N2CCN(C)CC2)c1
 : 1	7	10	-2	0	13	-8	2	0.9
CC1(C)C(=O)N(OCc2ccccc2)C(C)(C)C(=O)N1OCc1ccccc1
 : -4	2	36	5	7	5	-16	0	0.6

Whole records, quoted from the list. Screens in order: LYP act, HIV Rev-RRE inh, CYP2C9 inh, LYP inh 2, Candida biofilm, PLK1 PBD inh, PLK1 inh, EphB4 ephrin blk, CYP2C9 act
`O=C(Cn1nc(-c2ccccc2F)ccc1=O)NCc1ccc2c(c1)OCO2` across the screens: -8, 1, 56*, 11, 0, -6, -7, 6, 0.4
`COC(=O)c1cc(=O)n(Cc2ccc3c(c2)OCO3)c(=Nc2ccc(F)c(Cl)c2)s1` across the screens: 0, 10, 57*, 0, 10, 5, 5, 1, 0.4

Following part.
Second line of a record – LYP act	HIV Rev-RRE inh	CYP2C9 inh	LYP inh 2	Candida biofilm	PLK1 PBD inh	PLK1 inh	EphB4 ephrin blk	CYP2C9 act
CCOC(=O)c1c(C)n(C)c2ccc(OC(C)C(=O)OC)cc12 (stereo not drawn)
 : 1	7	64*	-4	2	13	-9	1	0.4
CN(/N=C/c1ccncc1)c1cnn(-c2ccc(F)c(Cl)c2)c(=O)c1Cl
 : -2	-1	93*	3	·	11	14	3	0.1
Cc1cc(N2CCN(C(c3ccccc3)c3ccccc3)CC2)n2ncnc2n1
 : -6	6	48	5	9	16	17	2	0.5
O=C(OCc1nc2ccccc2s1)c1cccs1
 : -9	-1	11	8	9	3	-7	-6	0.9
CCOC(=O)c1c(C)[nH]c(N=Nc2ccc(C)cc2)c1C
 : 0	0	29	1	2	8	2	3	0.7
O=C(N/N=C\c1ccc(Sc2ccccn2)o1)c1cccc(Br)c1
 : -7	9	82*	10	·	48	-5	-1	0.2
Cc1cccc(C)c1NC(=O)CN1C(=O)S/C(=C\c2cccn2-c2cccc(C(=O)O)c2)C1=O
 : 1	-2	86*	4	·	15	-15	-9	0.1
Cc1ccc(C(=O)N2CC(C)OC(C)C2)c(Cl)c1 (stereo not drawn)
 : 6	-1	-5	-7	0	-9	-4	4	1.1
CNc1nc2c(c(=O)[nH]c(=O)n2C)n1CCOC
 : -8	7	4	7	·	4	-13	2	1
CC1=Nn2c(nc(-c3ccccc3)c2-c2ccccc2)N(CC(N)=O)C(=O)C1
 : -14	0	-12	13	4	12	-1	-1	1.1
Cc1ccc(C)c2[nH]c(=O)c(CN(CCN3CCCC3)C(=O)Nc3cccc(Cl)c3)cc12
 : 4	15	12	-5	-4	-17	-16	0	0.9
Cc1cccc(-c2csc(NC(=O)c3cnccn3)c2C(=O)OC(C)C)c1
 : 4	26	50*	-4	·	-9	-11	-5	0.5
CCOC(=O)c1c(-n2cnnn2)sc(C)c1C
 : 4	3	10	-5	2	26	4	-5	0.9
NC(=S)Nc1cccc2cc3ccccc3cc12
 : 4	102*[fluorescence artefact?]	-39	-1	·	-12	1	-7	1.4
O=C(Nc1ccn(Cc2c(F)c(F)cc(F)c2F)n1)c1ccc(COc2ccccc2Cl)cc1
 : 1	17	66*	3	·	4	-8	10	0.3
Cc1ccc(CCNC(=O)C2CCCN2S(=O)(=O)c2ccc3c(c2)CCC(=O)N3)cc1 (stereo not drawn)
 : 11	1	27	-12	5	-24	-14	0	0.7
O=C1NCCN1C(=O)c1cccc(Cl)c1
 : -14	0	2	12	10	1	-20	3	1
COC(=O)c1sc2nc(-c3ccco3)ccc2c1N
 : -4	10	-6	3	0	0	0	3	1.1
COc1ccc(-n2nc(C(=O)NCC(=O)NCc3ccco3)c3ccccc3c2=O)cc1Cl
 : -2	5	36	0	9	7	-1	-3	0.6
CCOC(=O)c1c(N)sc2c1CCC1C(=O)N(C3CCCCC3)C(=O)C21 (stereo not drawn)
 : 17	11	90*	-24	6	-1	-7	-6	0.1
O=C(Cn1nnc(-c2ccc3c(c2)OCO3)n1)N1CCOCC1
 : -1	9	-2	0	9	-15	-7	-8	1
COc1cc(C=C(C(C)=O)C(C)=O)ccc1O
 : 3	7	-36	-1	0	24	0	4	1.4
CC1(C)Cc2ccccc2-c2nnc(-c3ccco3)n21
 : -9	3	-15	9	1	21	-4	-4	1.1
CCOc1ccc2[nH]c3c(N4CCN(c5ccccn5)CC4)ncnc3c2c1
 : 4	12	69*	-4	-2	3	-5	9	0.3
COc1cccc(NC(=O)N2CCCC2C(=O)NC2CC2)c1 (stereo not drawn)
 : 10	4	-29	-11	5	21	-4	-10	1.3
C=CCOC(=O)C1=C(C)OC(N)=C(C#N)C1c1c(C)nn(-c2ccccc2)c1Cl (stereo not drawn)
 : -3	9	82*	2	6	-1	-10	3	0.2
O=C(Nc1c(C(=O)N2CCCCC2)cnn1-c1ccccc1)c1ccco1
 : -9	7	-1	6	-2	-45	-1	-7	1
Nc1nc2c3ccccc3nc(C3CC3)n2n1
 : 3	5	8	1	11	5	-16	1	0.9
S=C(Nc1ccc(Br)cc1)N1CCN(C2CCCCC2)CC1
 : -2	2	-7	7	·	7	-9	-1	1.1
COC(=O)Nc1ccccc1C(=O)N1CCCCC1
 : 6	11	1	-14	9	21	-12	-2	1
CCN1CCN(C(=O)c2cc3sccc3n2CC(=O)c2ccccc2)CC1
 : 9	-1	42	-8	4	-6	-10	-1	0.6
Cc1ccc(-n2c(SCC3CCCCO3)nnc2-c2ccco2)cc1 (stereo not drawn)
 : -4	4	58*	4	4	-7	-5	-2	0.4
